IL1B NFkB pot = enhancers of NFkB p65 translocation in HUVEC – imaging, IL-1B stimulus, high-content imaging, primary screen. HUVEC IL-1B NFkB p65 nuclear translocation imaging. activation, % at 2 µM. 94,000 tested, 0.3% active;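 active = activation above 40%, about the mean plus 3 SD, also judged a hit on visual image review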;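 note: percent activation is computed from the nuclear over cytoplasmic p65 intensity ratio; values of inactives mirror those of a sister screen read the other way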
Bcl-B displacement = displacers of TR3 peptide from Bcl-B, primary screen, selectivity assay for Bfl-1 inhibitor project, biochemical, fluorescence polarization; Bcl-2-like protein 10 (Homo sapiens); displacement, % at 20 µM, or IC50 in µM where a hit was titrated; 96,000 tested, 0.11% active; FP displacement of FITC-TR3 peptide from Bcl-B; higher % means a stronger effect; AID 748, 2007;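 active = displacement above 50% at 20 µM plus a fluorescence interference ratio under 1.5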;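 note: plate controls were wells without compound for no effect and wells lacking Bcl-B protein for full effect; a part of the inactive calls stands beside numbers as strong as those of hits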
PLAP inhibitors HTS = PLAP enzyme inhibitors, biochemical, luminescence, HTS (AID 690) | Alkaline phosphatase, placental type (Homo sapiens) | purified PLAP, luminescent substrate; higher % means a stronger effect | one-dose inhibition, % at 20 µM; IC50 in µM for titrated hits | 96,000 tested, 0.08% active; in the data active = a potency from the dose series; inactive = the rest, 99 in 100 with inhibition below about 30%; note: strong numbers were not always called active
IL1B NFkB inh = inhibitors of IL-1B driven NFkB p65 nuclear import, primary screen, imaging, HUVEC, IL-1B stimulus, high-content imaging; HUVEC IL-1B NFkB p65 nuclear translocation imaging; inhibition, % at 2 µM; 94,000 tested, 0.43% active; AID 796, 2007;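 active = inhibition above about 30% together with a positive call from visual inspection of the well image, limit read from the data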;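 note: nuclear over cytoplasmic p65 intensity ratio measured by imaging; 0% = IL-1B stimulated DMSO wells and 100% = unstimulated DMSO wells; values of inactives mirror those of a sister screen read the other way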
MRP resist rev = reversal of MRP1-mediated doxorubicin resistance, primary screen, H69AR cells, doxorubicin co-treatment; H69AR cells + 2 uM doxorubicin, CellTiter-Glo, 72 h; differential viability (reversal), % at 10 µM; 85,000 tested, 0.04% active;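 active = viability drop by adding the cancer drug above about 55%, with treated viability meeting a 40% cutoff, limit read from the data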;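 note: viability without doxorubicin minus viability with 2 µM doxorubicin for each compound; larger differential means the compound sensitizes cells more to doxorubicin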
MRP resist rev cytotoxicity = recorded beside MRP resist rev, whose call it bears; viability, %; H69AR cells, CellTiter-Glo, 72 h; measured here: cytotoxicity without doxorubicin
MRP resist rev with doxorubicin = also measured in MRP resist rev; calls as there; viability, %; measured here: viability with 2 uM doxorubicin; hits give low values
IL1B NFkB inh cell count 2 µM = second read-out of IL1B NFkB inh, no call of its own (marks repeat the call); cell count; measured here: cells passing quality filter;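 raw number of nuclei counted in each imaged well without normalization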
IL1B NFkB pot cell count 2 µM = recorded beside IL1B NFkB pot, whose call it bears; cell count; measured here: cells passing quality filter
Starred values were filed as active, the others as inactive; x = not tested or not shown. Only part of the results is shown (hit frequency here may not be typical).

SMILES	IL1B NFkB pot	IL1B NFkB pot cell count 2 µM	Bcl-B displacement	PLAP inhibitors HTS	IL1B NFkB inh	IL1B NFkB inh cell count 2 µM	MRP resist rev	MRP resist rev cytotoxicity	MRP resist rev with doxorubicin
COc1ccc(Br)cc1CN1CCN(C(=O)c2cccc(OC)c2OC)CC1	2	50	8%	-84%	1	147	-5	70	75
CCCCOc1ccc(-c2nnc(-c3ccco3)o2)cc1	-4	172	1%	-6%	4	172	-1	93	93
CC[C@H](C)[C@H](NS(=O)(=O)c1ccc(C)cc1)C(=O)N1CCC(C(=O)N[C@@H](C)C(=O)O)CC1	11	182	2%	-25%	-11	182	-7	97	104
Cc1ccc(-n2c(=O)[nH]cc(C(=O)Nc3ccc4c(c3)OCO4)c2=O)cc1C	x	x	3%	-4%	x	x	9	102	92
CCCN(CCC)CCCNS(=O)(=O)c1cc(Br)cc2c1N(C(C)=O)CC2	-4	134	1%	-39%	4	134	5	85	80
CCC1(C)Cc2c(sc3c2c2ncnn2c2nnc(SCC(=O)NCc4ccco4)n32)CO1 (stereo not drawn)	x	x	15%	2%	x	x	3	37	34
CCOC(=O)c1nnn(CC(=O)Nc2cc(Cl)ccc2C)c1C(=O)OCC	1	59	-6%	-23%	-1	59	10	91	81
CCC(=O)N/C=C/n1cnc2cc(C(F)(F)F)ccc21	-1	169	4%	-2%	1	169	12	101	89
O=S(=O)(Cc1ccccc1)N1CCn2c(nc3ccccc32)C1	4	46	14%	7%	-4	46	2	89	88
CCNC(=S)N1CCN(C(c2ccccc2)c2ccccc2)CC1	x	x	1%	-70%	x	x	x	x	x
COCC(=O)Nc1nnc(SCC(=O)NCc2cccs2)s1	4	195	0%	2%	-4	195	17	106	90
C=CCc1ccccc1OCC(O)CN1CCN(Cc2ccc3c(c2)OCO3)CC1 (stereo not drawn)	-6	144	3%	-43%	6	144	7	76	70
COc1ccc(S(=O)(=O)N2CCCCCC2)cc1C(=O)OCC(=O)NCC(C)C	8	174	-2%	-25%	-8	174	x	x	x
O=C(CCN1C(=O)c2ccccc2C1=O)N1CCN(Cc2ccc(Cl)cc2Cl)CC1	x	x	-4%	-65%	x	x	11	91	80
O=C(CN1C(=O)COc2ccccc21)NCCN1CCc2ccccc2C1	1	165	6%	-26%	-1	165	5	92	87
CC1=C2C(=O)OC(c3ccoc3)C2(C)CCC1 (stereo not drawn)	35	131	5%	14%	-35	131	3	99	96
O=C(NCCCn1ccnc1)c1cn(-c2ccccc2)nc1-c1ccc(F)cc1	-6	104	1%	-135%	6	104	7	83	76
O=C(NCCc1ccc(Cl)cc1)C1CCN(C(=O)c2sccc2-n2cccc2)CC1	-13	199	-22%	-43%	13	199	-27	85	112
O=C(Cn1nc(Cc2cccnc2)c2ccccc2c1=O)Nc1ccc2c(c1)OCO2	-24	78	-1%	7%	24	78	0	96	95
CCCCCc1nc(-c2nonc2N)no1	-5	189	-1%	14%	5	189	x	x	x
O=c1c2c(-c3cccs3)csc2ncn1-c1ccccc1	-9	70	x	x	9	70	-4	107	111
Cc1ccn(-c2ccc([N+](=O)[O-])cc2)n1	-5	133	-6%	7%	5	133	x	x	x
CC1(c2ccccc2)NC(=O)N(CC(=O)N2CCOCC2)C1=O (stereo not drawn)	3	169	3%	15%	-3	169	4	96	91
CC12CN(C(=O)c3ccco3)CC(c3ccccc3)(CN(C(=O)c3ccco3)C1)C2=O	11	179	x	x	-11	179	-1	74	75
CCc1nc2cc(CC(=O)O)ccc2o1	4	162	-1%	19%	-4	162	x	x	x

The final three records of the section above are carried over, then new ones follow.
SMILES	IL1B NFkB pot	IL1B NFkB pot cell count 2 µM	Bcl-B displacement	PLAP inhibitors HTS	IL1B NFkB inh	IL1B NFkB inh cell count 2 µM	MRP resist rev	MRP resist rev cytotoxicity	MRP resist rev with doxorubicin
CC1(c2ccccc2)NC(=O)N(CC(=O)N2CCOCC2)C1=O (stereo not drawn)	3	169	3%	15%	-3	169	4	96	91
CC12CN(C(=O)c3ccco3)CC(c3ccccc3)(CN(C(=O)c3ccco3)C1)C2=O	11	179	x	x	-11	179	-1	74	75
CCc1nc2cc(CC(=O)O)ccc2o1	4	162	-1%	19%	-4	162	x	x	x
Cc1noc(COc2ccccc2OCC(N)=O)c1Cl	2	85	5%	-3%	-2	85	23	95	71
CCn1c(CCNC(=O)c2cccs2)nnc1SCC(=O)Nc1nc(-c2ccccc2)cs1	6	204	x	x	-6	204	8	90	82
COCCn1c(C)cc(C(=O)COC(=O)c2ccc3ncsc3c2)c1C	18	199	-3%	-12%	-18	199	-4	80	84
CCC(C)Nc1nc(OC(C(F)(F)F)C(F)(F)F)nc(OC(C(F)(F)F)C(F)(F)F)n1 (stereo not drawn)	-7	70	x	x	7	70	14	94	80
O=C(OCCN(C1=NS(=O)(=O)c2ccccc21)c1ccc(Cl)cc1)c1ccco1	4	179	-12%	-36%	-4	179	45	64	19
COCCCn1c(-c2ccccc2Cl)n[nH]c1=S	-1	118	-10%	-13%	1	118	10	94	84
CCCCCn1c(CN2CCN(Cc3ccccc3)CC2)nc2c1c(=O)[nH]c(=O)n2C	-10	96	-7%	-67%	10	96	0	74	74
O=C(c1cnc2n(c1=O)CCS2)N1CCN(c2ccc(Cl)c(Cl)c2)CC1	18	125	0%	-30%	-18	125	1	88	88
COc1ccc(OC)c(C2CC(=O)N3CN(c4ccc(C)c(Cl)c4)CSC3=C2C#N)c1 (stereo not drawn)	4	202	18%	16%	-4	202	4	87	83
Cc1ccc(C2NC(=O)NC(O)(C(F)(F)F)C2C(=O)c2ccccc2)o1 (stereo not drawn)	10	117	x	x	-10	117	8	90	82
COC(=O)c1c(NC(=O)CCCC(=O)O)sc(C)c1C	x	x	4%	-31%	x	x	-3	106	109
CC(C)(C)c1ccc(S(=O)(=O)n2c(CN3CCOCC3)nc3ccccc32)cc1	-6	173	-14%	11%	6	173	15	103	88
Cc1cccc(-c2ccc(C=Nc3c(C)n(C)n(-c4ccccc4)c3=O)o2)c1	24	150	-58%	-82%	-24	150	7	90	83
Cc1ccc2nc(-c3cccc(NC(=O)c4ccc5c(c4)OCCO5)c3)oc2c1	6	72	-35%	-43%	-6	72	-1	88	89
Cc1cc(NCCCn2ccnc2)n2nc(C)c(-c3ccc(Cl)cc3)c2n1	21	132	-13%	-71%	-21	132	-1	1	2
Cc1cc(C)cc(NC(=O)C2CCN(c3nc(C)cc(C)n3)CC2)c1	x	x	-20%	5%	x	x	10	96	86
COc1ccc(NS(=O)(=O)c2cccc3nsnc23)cc1OC	1	172	-18%	12%	-1	172	19	111	92
O=C(CCSc1ccccc1)Nc1ncccn1	-1	124	-3%	0%	1	124	16	120	104
CCOc1cc(/C=C2\C(=O)N(c3ccc(C(N)=O)cc3)N=C2C)ccc1OC(=O)c1cccs1	7	153	-2%	-27%	-7	153	x	x	x
COc1ccc(N2C(=O)CC(N3CCN(C4CCc5ccccc5C4)CC3)C2=O)cc1 (stereo not drawn)	13	142	0%	-46%	-13	142	-3	88	90
O=C1C=C(c2ccccc2)CC(c2cccs2)C1n1cnc([N+](=O)[O-])c1 (stereo not drawn)	2	159	-11%	3%	-2	159	46	79	33
Oc1ccc(N2CCN(C(c3cccs3)c3nnnn3CCc3ccccc3)CC2)cc1 (stereo not drawn)	5	189	2%	-47%	-5	189	x	x	x
C=CCn1c(SCC(=O)NC2CCCCC2)nnc1C(C)NC(=O)c1cccs1 (stereo not drawn)	13	176	0%	-18%	-13	176	-2	86	88
COc1ccccc1CCNC(=O)CCn1c(=O)oc2ccccc21	-4	189	-4%	-18%	4	189	-2	91	92
CC(C)c1ccc(/C=C/C(=O)NNC(=O)c2cccnc2)cc1	-7	120	-4%	-91%	7	120	x	x	x

Additional entries.
SMILES	IL1B NFkB pot	IL1B NFkB pot cell count 2 µM	Bcl-B displacement	PLAP inhibitors HTS	IL1B NFkB inh	IL1B NFkB inh cell count 2 µM	MRP resist rev	MRP resist rev cytotoxicity	MRP resist rev with doxorubicin
CC(=O)Nc1ccc2nc(SCC(=O)O)sc2c1	4	95	-8%	-2%	-4	95	-7	94	101
CCN(CCCNC(=O)c1[nH]c(C)c(C(C)=O)c1C)c1cccc(C)c1	34	141	-22%	0%	-34	141	7	64	57
O=C1CCCc2c1[nH]c1ccc(Cl)cc21	-5	81	x	x	5	81	15	107	91
O=C(CSc1nnc(-c2ccco2)o1)N1CCOCC1	-7	127	-3%	14%	7	127	5	105	100
C=CCN1C(=O)CN=C1Nc1ccc(OC)cc1OC	8	168	-8%	-3%	-8	168	9	97	88
CC1(C)CC(=O)N(CC(=O)NC2CCCC2)c2ccccc2S1(=O)=O	-4	186	11%	12%	4	186	-8	95	103
O=C(NCc1nc(-c2ccccc2)no1)c1ccc(Br)o1	-1	137	-8%	10%	1	137	15	86	71
CN1CCN(c2cc(=O)n(Cc3ccc(F)cc3)c(=O)[nH]2)CC1	14	173	4%	-2%	-14	173	-13	87	100
COc1ccc2oc(=O)c(C(=O)n3ccc(C)n3)cc2c1	7	125	-8%	-8%	-7	125	-3	91	94
Clc1ccc(NCc2nnc3n2CCCCC3)cc1	11	122	1%	8%	-11	122	12	102	89
COC(=O)c1cc(=O)n(Cc2ccc(OC)c(OC)c2)c(=Nc2ccc(F)cc2)s1	-6	166	-2%	-55%	6	166	0	2	2
O=C(CCn1[nH]c(=O)c2ccccc2c1=O)N1CCOCC1	-3	167	17%	13%	3	167	-1	97	98
Cc1ccc(-c2nnn(CC(=O)N(CC(=O)NC(C)C)c3cnc4ccccc4c3)n2)o1	x	x	3%	-37%	x	x	16	99	83
COc1ccccc1CNC(=O)C(CC(C)C)NS(=O)(=O)c1ccc2c(c1)oc(=O)n2C (stereo not drawn)	12	194	7%	21%	-12	194	-3	95	98
Cc1ccccc1-n1c(N)cc(=O)[nH]c1=S	0	149	-8%	13%	0	149	13	106	93
CCN1/C(=C(\O)c2ccccc2)C(=O)c2ccccc2S1(=O)=O	3	189	1%	-2%	-2	189	-23	33	56
Cc1cc(C)cc(NC(=O)N2CCC(NC(=O)c3ccc(F)cc3)CC2)c1	-2	166	14%	-6%	2	166	4	99	95
CCOc1ccccc1NC(=O)CN1CCC(NC(=O)c2ccccc2)CC1	10	165	4%	-14%	-10	165	7	84	77
CC(C)(C)C(=O)C(Oc1cccc2nonc12)n1cncn1 (stereo not drawn)	12	201	10%	-7%	-12	201	14	101	87
COc1ccc(OCC(=O)N2CCN(C(=O)Cc3ccccc3)CC2)cc1	-15	110	1%	-20%	15	110	3	94	92
O=C(Nc1ncc([N+](=O)[O-])s1)C1CCN(S(=O)(=O)c2cnc[nH]2)CC1	-3	170	14%	16%	2	170	x	x	x
CCCCNc1ncnc2c1cnn2-c1ccccc1	7	121	4%	-6%	-7	121	-27	13	40
FC(F)(F)c1ccc(N2CCN(c3ncnc4c3nnn4Cc3ccccc3)CC2)nc1	-3	85	-10%	21%	3	85	12	40	28
CC(=O)NC(CCS(C)(=O)=O)C(=O)Nc1cc(C)on1 (stereo not drawn)	14	51	x	x	-14	51	14	101	87

4 records picked at random from the list so far, as already listed:
SMILES	IL1B NFkB pot	IL1B NFkB pot cell count 2 µM	Bcl-B displacement	PLAP inhibitors HTS	IL1B NFkB inh	IL1B NFkB inh cell count 2 µM	MRP resist rev	MRP resist rev cytotoxicity	MRP resist rev with doxorubicin
O=C(CCn1[nH]c(=O)c2ccccc2c1=O)N1CCOCC1	-3	167	17%	13%	3	167	-1	97	98
O=C(CSc1nnc(-c2ccco2)o1)N1CCOCC1	-7	127	-3%	14%	7	127	5	105	100
CC(=O)Nc1ccc2nc(SCC(=O)O)sc2c1	4	95	-8%	-2%	-4	95	-7	94	101
O=C1CCCc2c1[nH]c1ccc(Cl)cc21	-5	81	x	x	5	81	15	107	91

Screens: PubChem, several laboratories
